From PubChem BioAssay
CTSL1 counter = counter-screen for PFM18AAP inhibitors: inhibitors of F. hepatica cathepsin L1. recombinant F. hepatica cathepsin L1, Z-Leu-Arg-MCA fluorescence. inhibition, % at 5.96 µM. 0.49% of 300,000 active. AID 1906;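 active = inhibition above the mean of all tested compounds plus 3 SD, set per screening campaign, cut at about 17% in these data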;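 also: 0% = plate median of test compound wells and 100% = 1 µM Z-Phe-Ala-diazomethylketone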
PP1 inh = PP1-alpha (human) inhibition in PP5 counter-screen; 0.9% of 320,000 active; AID 2235; inhibition, % at 6.7 µM; purified PP1alpha, OMFP fluorescence;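 active = inhibition above the mean inhibition of all tested compounds plus 3 SD, computed separately for each screening campaign, cut at about 15% in these data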
HCV core dimer = HCV core protein dimerization inhibition | inhibition, % at 5 µM | AID 1899 | TR-FRET GST/Flag-core106 dimerization, 1536-well | 0.33% of 300,000 active;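 active = inhibition above the mean of all tested compounds plus 3 SD, set per screening campaign, cut at about 45% in these data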
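test system = GST/Flag-tagged HCV core106 proteins | probe or stimulus = Eu donor and XL665 acceptor anti-tag antibodies | times = compound-protein-antibody incubation 4 h at 22.5 °C | signal = TR-FRET, excitation 340 nm, emission 617 and 671 nm | measure = percent inhibition of core106 dimerization signal | controls = wells lacking GST-core106 and wells with excess unlabelled core106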
EBNA-1 inh = blocks EBNA-1 binding to DNA | EBNA-1 DNA binding, fluorescence polarization | inhibition, % at 14.8 µM | 0.34% of 300,000 active | AID 1950; in the data active = inhibition above about 28%
ZTA DNA inh = counter-screen for EBNA-1 inhibitors: inhibitors of Epstein-Barr virus ZTA; ZTA-DNA binding, fluorescence polarization; 0.15% of 320,000 active; AID 2234; inhibition, % at 11 µM; in the data active = inhibition above about 33%
Target sequence (P03206 whole entry, looked up): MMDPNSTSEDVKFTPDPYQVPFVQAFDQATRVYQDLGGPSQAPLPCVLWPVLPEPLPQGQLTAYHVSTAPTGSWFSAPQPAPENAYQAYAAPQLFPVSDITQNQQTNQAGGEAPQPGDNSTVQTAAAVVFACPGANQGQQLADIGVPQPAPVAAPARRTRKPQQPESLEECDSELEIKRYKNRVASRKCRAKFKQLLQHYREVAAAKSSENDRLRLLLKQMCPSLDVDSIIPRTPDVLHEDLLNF
JMJD2C inh = blocks human GASC-1 demethylase activity | GST-JMJD2C(1-420) H3K9me3 demethylation, DELFIA europium | inhibition, % at 2.35 µM | 0.069% of 330,000 active;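 active = more than half of a compound's replicate wells show inhibition beyond 50%, single wells judged on their own value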;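 also: signal counts dimethyl H3K9 product captured on neutravidin plate; 0% = median of DMSO wells and 100% = 0.3 times that DMSO median; strong numbers were not always called active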
TPT1 inh = inhibitors of Candida albicans tRNA 2'-phosphotransferase TPT1; recombinant caTPT1, FP RNA substrate dephosphorylation; 0.81% of 300,000 active; AID 1962; inhibition, % at 5 µM;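 active = inhibition above the mean of all tested compounds plus 3 SD, set per screening campaign, cut at about 24% in these data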;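 also: plate controls were DMSO alone for no effect and ferristatin control at 100 nM for full effect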
CR mimetic SO = lowers age-related superoxide in aged yeast cells. S. cerevisiae aged cells, superoxide DHE fluorescence; hits give low values. superoxide response (% of plate mean), % at 10 µM. 0.18% of 330,000 active. AID 2690;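 active = superoxide response under a set limit, about three screen SD below normal, cut at about 65% in these data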;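 also: yeast aged for seven days with compound at 30 °C before DHE staining; 100% = average MFI of all compound-treated wells on the plate with controls excluded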
PP5 primary = inhibitors of human protein phosphatase 5 (PP5); P53041; purified PP5c, OMFP substrate fluorescence; inhibition, % at 6.7 µM; 0.18% of 320,000 active; AID 1987;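 active = inhibition above the campaign's mean inhibition across all tested compounds plus 3 SD, cut at about 9.5% in these data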;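 also: 0% = DMSO only and 100% = 100 µM cantharidin control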
Target sequence (P53041 whole entry, looked up): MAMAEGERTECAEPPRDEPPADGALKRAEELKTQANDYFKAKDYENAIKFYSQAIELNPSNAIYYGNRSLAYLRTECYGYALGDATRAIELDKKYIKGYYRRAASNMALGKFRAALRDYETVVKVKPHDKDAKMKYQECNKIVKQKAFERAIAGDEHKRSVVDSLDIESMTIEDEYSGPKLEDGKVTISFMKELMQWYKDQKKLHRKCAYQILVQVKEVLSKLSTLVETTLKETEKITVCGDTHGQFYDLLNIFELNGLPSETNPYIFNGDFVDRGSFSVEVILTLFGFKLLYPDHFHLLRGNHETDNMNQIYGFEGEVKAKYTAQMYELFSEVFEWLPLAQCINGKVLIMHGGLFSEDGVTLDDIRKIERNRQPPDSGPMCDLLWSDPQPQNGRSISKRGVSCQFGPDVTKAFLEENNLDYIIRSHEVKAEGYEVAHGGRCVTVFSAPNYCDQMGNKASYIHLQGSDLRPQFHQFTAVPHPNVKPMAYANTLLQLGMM
The depositor's hits bear a star; . = not tested or not shown; & = joins results of further samples. Random draw from the library; 3.1% or so of the library scored in one or more.

SMILES	CTSL1 counter	PP1 inh	HCV core dimer	EBNA-1 inh	ZTA DNA inh	JMJD2C inh	TPT1 inh	CR mimetic SO	PP5 primary
C=CCSc1nnc2c(n1)OC(c1c(C)[nH]n(-c3ccccc3)c1=O)Nc1ccccc1-2 (configuration not stated)	-1	-3	2	-2	-12	-3	-2	120	-0.8
O=C(c1ncc[nH]1)c1ccccc1C(=O)N1CCOCC1	-1	-4	1	-5	0	0	-3	160	1.6
O=C(COC(=O)/C=C/c1ccccc1)NCCC1=CCCCC1	5	-5	2	7	2	-7	-1	97	3.4
O=CNCCc1nc2ccccc2n1CCc1ccccc1	-6	-3	-2	3	7	2	0	106	-0.7
COc1ccc(CN2CCC(c3nc4ccc(Cl)cc4[nH]3)CC2)cc1	3	-3	1	2	17	-1	6	97	-0.8
Cc1ccc(N2C(=O)C3C4CC(=O)C(c5ccccc54)C3C2=O)cc1 (configuration not stated)	4	2	-1	-13	-17	.	2	91	2.7
COc1ccc(NC(=O)CCN2C(=O)c3ccccc3C2=O)c(OC)c1	-1	-2	7	-4	-12	-23	-2	110	1.6
CC1(C)CC(=O)C2=C(C1)N(CCN1CCOCC1)C1=C(C(=O)CC(C)(C)C1)C2c1cccc(Cl)c1	1	1	7	-3	7	-2	-2	110	1.7
COc1c(OC(C)=O)ccc(/C=C/c2ccc3cccc(OCc4ccccc4)c3n2)c1[N+](=O)[O-]	1	5	20	-10	-6	5	1	111	4.6
CC(OC(=O)/C=C/c1cccs1)C(=O)Nc1ccc(S(N)(=O)=O)cc1 (configuration not stated)	-5	-7	0	-6	-7	2	2	101	3.2
OCC(CO)(CO)NC(=S)Nc1cc(Cl)cc(Cl)c1	-3	-7	-1	2	2	-6	0	109	-1.9
O=C(Nc1ccccc1)Nc1ccc2nnsc2c1	2	-3	-4	-1	1	7	0	99	4.4
Cn1ncc(Cl)c1C(=O)N1CCc2ccccc21	-1	-6	-1	1	9	1	5	98	-2.8
O=C(NN=C(Cc1ccccc1)Cc1ccccc1)c1ccncc1	-3	-2	7	-19	-11	-12	3	114	2.9
CN1CCc2c(sc(NC(=O)Cc3ccc(F)cc3)c2C(N)=O)C1	-2	-3	-4	-7	-8	2	0	92	-2.2
COc1ccc(CN2CCN(CC3CC3)CC2CCO)c(C)c1C (configuration not stated)	-2	-1	9	8	18	27	-1	95	-1.2
COc1ccc(CNc2ccc([N+](=O)[O-])cn2)cc1	0	3	-2	-5	-5	-1	2	101	1.9
CCCCC1=CC2=CC(=O)C(C)(OC(=O)CCc3ccccc3)C(=O)C2=CO1 (configuration not stated)	1	5	10	7	-22	9	16	93	3.8
O=C(N/N=C/c1ccncc1)c1ccccc1[N+](=O)[O-]	-1	-3	-2	1	4	-6	1	197	1.2
CCCNC(=O)c1ccccc1NC(=O)CN(c1ccccc1OCC)S(C)(=O)=O	-2	-4	0	-3	3	-4&6	0	107	1.2
O=C(Nc1cccc(Cl)c1N1CCOCC1)c1cccnc1	2	0	-12	-14	4	-20	1	97	-0.7
Cc1ccc(/C=C2\SC(=S)N(CC3CCCO3)C2=O)o1 (configuration not stated)	1	3	-4	-3	-14	22	24	109	3.8
COc1ccc(CCNC2=NCCS2)cc1	-6	-2	2	8	10	-14	-5	102	-1.6
CCC1Sc2ccc(S(=O)(=O)CCC(=O)Nc3ccc(OC(F)(F)F)cc3)cc2NC1=O (configuration not stated)	1	2	-17	-13	-6	1	1	79	7.1
Cc1ccccc1-c1nn(-c2ccc(F)cc2F)cc1CNCCCN(C)C	8	-3	-7	7	-3	-5	-2	81	-1.5
CC(C)CCNC(=O)c1ccc2nc[nH]c2c1	0	0	0	3	-8	2	-3	101	1.3
Cc1ccc(-c2nnc(N)s2)cc1	0	1	-8	-4	-9	0	1	77	1.6
Cc1noc(NS(=O)(=O)c2ccc(NC(=O)CSc3nnc4c(n3)[nH]c3ccccc34)cc2)c1C	2	-5	17	15	-9	0	-2	119	0.1
O=C(O)C1=C[C@@H](c2ccccc2)C[C@@H](OCc2ccc(CO)cc2)O1	2	-1	3	-10	-3	-5	1	103	4.3
COC(=O)c1cccc(C23CC4(C2)[C@H](CN(C)[C@@H]4c2ccccc2)C3c2ccc(C(F)(F)F)cc2)c1 (some centres not stated)	-8	0	-15	5	-15	-1	-2	116	3.0
COc1cccc(/C=C2\SC(=S)N(C(C)C(=O)NC3C=CS(=O)(=O)C3)C2=O)c1 (configuration not stated)	-1	2	13	4	26	-25	-2	127	3.2
O=C(NCC1CCN(Cc2ccccc2F)CC1)Nc1cccc(Br)c1	-1	3	-3	0	-9	13	-1	97	1.9
O=C(COC(=O)CSc1ccc([N+](=O)[O-])cc1)NC1CCCCCCC1	-6	-4	1	-2	6	-2	-1	99	-1.9
[O-]/[N+](=C/c1ccccc1)c1ccccc1	.	1	.	.	9	5	.	98	1.7
Cc1cc(C)c2cc(C(=O)N3CCC(Cc4ccccc4)CC3)[nH]c2c1	-1	-2	7	1	-11	-1	-1	86	1.8
CCOc1ccc(NC(=O)CN(C)C(=O)c2ccccc2OCCOc2ccccc2)cc1OCC	.	4	.	.	8	12	.	102	3.8
CC(=O)Nc1ccc(NC(C)=O)c(NC2OCC(O)C(O)C2O)c1 (configuration not stated)	-2	-2	-6	-3	8	-2	3	103	-1.5
O=C(CSc1nnc(NC(=O)c2ccco2)s1)NC1CCCC1	3	-1	1	13	-1	-9	-1	106	1.9
Cc1c(NC(=S)N/N=C\c2ccccc2O)c(=O)n(-c2ccccc2)n1C	0	-1	-11	-3	-29	-1	-2	112	1.0
O=c1cc(NCCCO)c2ccccc2o1	3	-1	-13	-2	2	-5	-2	105	-1.5
N#CC1=C(N)Oc2cc(N)ccc2C1c1ccccc1F (configuration not stated)	-1	6	-4	-12	-13	-15	18	115	-4.6
Cc1nc(NNC(=O)c2ccc([N+](=O)[O-])cc2)cc(-c2ccccc2)n1	-4	1	-4	1	-12	-6	-1	104	-0.2
Cc1onc(-c2ccccc2)c1C(=O)OCC(=O)NC(=O)c1ccccc1	-6	-7	2	-2	-5	87	-1	108	-0.1
Cc1ccc(-c2cc3nc(C)cc(NCc4ccco4)n3n2)cc1	-1	1	8	3	-8	3	6	87	4.2
COc1cc(/C=N/NC(=O)c2ccccn2)ccc1OC(=O)c1ccc(Br)cc1	0	5	9	-1	7	-4	0	101	2.6
Cc1c(N=N/C(C(=O)Nc2ccccc2)=C(/O)c2ccccc2)c(=O)n(-c2ccccc2)n1C	-3	0	32	-1	6	8	55*	152	4.7
O=C1CCN(S(=O)(=O)c2ccccc2)N1	1	-1	-5	7	7	7	-3	96	3.3
CC(/C=C1\SC(=O)N(CC(=O)Nc2ccc(O)cc2)C1=O)=C\c1ccccc1	5	2	9	28*	7	-3	1	111	4.1
Cc1ccccc1NC(=S)N(Cc1ccco1)C(C)c1cccs1 (configuration not stated)	5	-4	-1	5	-2	1	-2	98	-1.9
COCCNC(=S)N1CCN(C(=O)C(=O)Nc2ccc(C(=O)OC)cc2)CC1	3	-3	7	8	-6	-2	-3	108	-1.6
CCOc1ccc(NC(=O)C(C)Sc2nnc(C)n2C)cc1 (configuration not stated)	2	-7	-1	-6	-9	-12	-5	92	1.0
CNC(=S)N(CCc1ccc(S(N)(=O)=O)cc1)C1CC(=O)N(c2ccccc2F)C1=O (configuration not stated)	5	-3	-8	3	-3	-24	-5	101	-1.8
O=C(NCc1ccco1)c1cnn2c(C(F)F)cc(-c3ccccc3)nc12	7	1	5	-9	0	-7	1	100	1.8
COc1ccc(C(=O)c2ccc(N3CCN(C4CC(=O)NC4=O)CC3)cc2)cc1F (configuration not stated)	2	2	-6	-6	-8	18	0	128	3.9
O=c1ccnc(NCCc2ccccc2)[nH]1	1	-2	-2	2	-2	.	-3	103	-2.3
COCCN1C=C(C(=O)OC)C(c2ccc(Cl)cc2)C(C(=O)OC)=C1	2	-5	-2	5	-3	-19	-3	97	0.7
O=C(CCC1CCCN(Cc2ccc3c(c2)OCCO3)C1)NCc1ccccc1F (configuration not stated)	0	-4	-4	1	7	-3	-2	96	1.7
CCOC(=O)C1=C(O)C(=O)N(Cc2ccccc2)CC1	-2	-2	-7	-3	-15	-4	-2	102	1.9
O=C1c2ccccc2-c2onc3ccc(NCCCn4ccnc4)c1c23	1	-18	-97	12	49*	-6	-74	112	-14

Structural class, the entries above with an aryl methoxy group (nine)
SMILES	CTSL1 counter	PP1 inh	HCV core dimer	EBNA-1 inh	ZTA DNA inh	JMJD2C inh	TPT1 inh	CR mimetic SO	PP5 primary
COc1ccc(CN2CCC(c3nc4ccc(Cl)cc4[nH]3)CC2)cc1	3	-3	1	2	17	-1	6	97	-0.8
COc1ccc(NC(=O)CCN2C(=O)c3ccccc3C2=O)c(OC)c1	-1	-2	7	-4	-12	-23	-2	110	1.6
COc1c(OC(C)=O)ccc(/C=C/c2ccc3cccc(OCc4ccccc4)c3n2)c1[N+](=O)[O-]	1	5	20	-10	-6	5	1	111	4.6
COc1ccc(CN2CCN(CC3CC3)CC2CCO)c(C)c1C (configuration not stated)	-2	-1	9	8	18	27	-1	95	-1.2
COc1ccc(CNc2ccc([N+](=O)[O-])cn2)cc1	0	3	-2	-5	-5	-1	2	101	1.9
COc1ccc(CCNC2=NCCS2)cc1	-6	-2	2	8	10	-14	-5	102	-1.6
COc1cccc(/C=C2\SC(=S)N(C(C)C(=O)NC3C=CS(=O)(=O)C3)C2=O)c1 (configuration not stated)	-1	2	13	4	26	-25	-2	127	3.2
COc1cc(/C=N/NC(=O)c2ccccn2)ccc1OC(=O)c1ccc(Br)cc1	0	5	9	-1	7	-4	0	101	2.6
COc1ccc(C(=O)c2ccc(N3CCN(C4CC(=O)NC4=O)CC3)cc2)cc1F (configuration not stated)	2	2	-6	-6	-8	18	0	128	3.9
